# Ba/F3 V617F tox – reduced viability of JAK2V617F-dependent Ba/F3 cells, primary screen, JAK2V617F inhibitor project, cell-based, Ba/F3 EpoR-JAK2V617F, luminescence; AID 1446, 2008; hit rate 1.1% among 220,000; inhibition, % at 5.6 µM; ATP luminescence;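 active means inhibition above the campaign mean plus 3 SD over all tested compounds, cut at about 24% in these data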;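 further: cytokine-independent growth of Ba/F3 cells driven by EpoR plus mutant JAK2; 0% = DMSO-treated cells and 100% = JAK inhibitor I control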
# PPC-1+TRAIL kill – compounds killing PPC-1 cancer cells with TRAIL present, primary screen, TRAIL potentiator project, ATPLite luminescence, uHTS; PPC-1 cells + TRAIL, ATPLite viability luminescence; cell killing (% activity), % at 4 µM; hit rate 0.41% among 220,000; AID 1443, 2008;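 active means cell killing above 50% in the first pass at 4 µM, then a duplicate retest at 5 µM averaging 50% or more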;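 further: plate controls were cells with TRAIL plus DMSO for no effect and medium-only wells lacking cells for full effect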
# TRPML3 agonist – human TRPML3 channel agonists, primary screen, cell-based, HEK293 TRPML3-YFP, Fluo-8 calcium fluorescence, 3 µM; Mucolipin-3 (Homo sapiens), Q8TDD5; 100% = the carbachol control signal; activation, % at 3 µM; hit rate 0.29% among 220,000; AID 1448, 2008;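 active means activation above its plate's cutoff, the mean activation of the plate's test wells plus 3 SD, cut at about 12% in these data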;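 further: 0% = DMSO only wells and 100% = carbachol wells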
#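 system = HEK293 cells stably carrying human TRPML3-YFP | doses = one concentration, 3 µM nominal, 0.3% DMSO | timing = dye loading 1 h 37 °C then 30 min ambient, 125 s read | detection = Fluo-8 calcium dye fluorescence, ex 470-495, em 515-575 nm | benchmarks = high control carbachol 87 µM, low control DMSO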
# TNF necrop inh – inhibitors of TNF-alpha triggered necroptosis, primary screen, cell-based, Jurkat FADD-/-, single concentration; AID 463075, 2010; hit rate 0.068% among 220,000; Jurkat FADD-/- TNF necroptosis rescue, ATP luminescence, 24 h; 0 = TNF only, 100 = no-TNF cells; activation (protection from cell death), % at 10 µM;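 active means activation, meaning protection from cell death, of at least 50% relative to plate controls; inactive means activation below 50%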;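 further: necroptosis triggered by 40 ng/mL TNF-alpha added together with compound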
# RBBP9 inh – human RBBP9 inhibitors, primary screen, biochemical, fluorescence polarization, FP-Rh probe, HTS | Serine hydrolase RBBP9 (Homo sapiens), O75884 | recombinant RBBP9 | inhibition, % at 7.94 µM | hit rate 0.2% among 220,000 | AID 1515, 2009;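 active means inhibition above the campaign mean of all tested compounds plus 3 SD, cut at about 14% in these data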;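 further: plate controls were DMSO wells with RBBP9 for no effect and wells lacking RBBP9 protein for full effect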
# Target sequence (O75884 whole entry, looked up): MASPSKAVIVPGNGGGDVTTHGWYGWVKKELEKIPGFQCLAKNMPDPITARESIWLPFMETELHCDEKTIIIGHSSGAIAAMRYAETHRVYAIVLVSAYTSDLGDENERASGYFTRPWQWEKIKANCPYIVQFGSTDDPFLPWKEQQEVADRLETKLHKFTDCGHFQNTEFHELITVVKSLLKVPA
#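 Measured by: FP readout at 525/598 nm; material: recombinant human RBBP9; also added: Serine-hydrolase probe FP-Rh, 375 nM pre-mixing; medium: Tris buffer pH 8.0, NaCl, Pluronic; replication: one well per compound; doses: one concentration, 7.94 µM nominal, 0.794% DMSO; timing: preincubation 30 min plus labeling 45 min at 25 °C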
# zfTRPN1 agonist – zebrafish TRPN1 channel agonists, primary screen, cell-based, HEK293, calcium fluorescence; transient receptor potential cation channel N1 (TRPN1/NompC), Danio rerio; HEK293 zebrafish TRPN1-YFP, Fluo-8 calcium fluorescence; 100% = response to 87 µM carbachol; activation, % at 3 µM; hit rate 0.18% among 220,000; AID 1424, 2008;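 active means activation above its plate's cutoff, the mean activation of test wells on that plate plus 3 SD, cut at about 19% in these data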;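 further: 0% = DMSO alone and 100% = 87 µM carbachol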
#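 Control set: carbachol 87 µM as high control, DMSO as low control; system: HEK293 stable line with zebrafish TRPN1-YFP; read-out: % activation versus carbachol response; detection: intracellular calcium fluorescence with Fluo-8; doses: single test compound dose, 3 µM nominal, 0.3% DMSO; schedule: dye 1 h 37 °C plus 30 min RT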
# CHOP inhibitor – inhibitors of CHOP promoter induction, primary screen, cell-based, unfolded protein response, luciferase reporter | CHO-K1 CHOP-promoter luciferase, tunicamycin-induced, 15-18 h | inhibition, % at 10 µM | hit rate 3.8% among 220,000;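 active means compounds that reduced the stress-induced luciferase reporter signal by more than about 70% of percent inhibition, limit read from the data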;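 further: 0% = tunicamycin plus vehicle and 100% = wells without tunicamycin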
# BaF3 parental – parental Ba/F3 cell viability inhibition, counter-screen for JAK2V617F inhibitor project, murine pro-B, CellTiter-Glo luminescence; CellTiter-Glo ATP luminescence; inhibition, % at 5.6 µM; hit rate 1.1% among 220,000; AID 1486, 2009;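 active means inhibition above a per-campaign cutoff, the mean inhibition of all tested compounds plus 3 SD, cut at about 27% in these data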;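 further: 0% = DMSO wells and 100% = JAK Inhibitor I control wells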
# Wee1 degr inh – Wee1 degradation inhibitors, primary screen, cell-based, HeLa, Wee1K328M-luciferase, luminescence | Wee1-like protein kinase (Homo sapiens), P30291 | HeLa Luc-Wee1K328M stability; 100% = proteasome inhibitor MG132 effect | reporter increase, % at 5 µM | hit rate 1.2% among 220,000;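 active means activation above the mean of all tested compounds plus 3 SD, set per screening run, cut at about 8.8% in these data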;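 further: cells exposed to compound for 20 h before luminescence read; 0% = DMSO alone and 100% = MG132 at 30 µM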
# Target sequence (P30291 whole entry K328M): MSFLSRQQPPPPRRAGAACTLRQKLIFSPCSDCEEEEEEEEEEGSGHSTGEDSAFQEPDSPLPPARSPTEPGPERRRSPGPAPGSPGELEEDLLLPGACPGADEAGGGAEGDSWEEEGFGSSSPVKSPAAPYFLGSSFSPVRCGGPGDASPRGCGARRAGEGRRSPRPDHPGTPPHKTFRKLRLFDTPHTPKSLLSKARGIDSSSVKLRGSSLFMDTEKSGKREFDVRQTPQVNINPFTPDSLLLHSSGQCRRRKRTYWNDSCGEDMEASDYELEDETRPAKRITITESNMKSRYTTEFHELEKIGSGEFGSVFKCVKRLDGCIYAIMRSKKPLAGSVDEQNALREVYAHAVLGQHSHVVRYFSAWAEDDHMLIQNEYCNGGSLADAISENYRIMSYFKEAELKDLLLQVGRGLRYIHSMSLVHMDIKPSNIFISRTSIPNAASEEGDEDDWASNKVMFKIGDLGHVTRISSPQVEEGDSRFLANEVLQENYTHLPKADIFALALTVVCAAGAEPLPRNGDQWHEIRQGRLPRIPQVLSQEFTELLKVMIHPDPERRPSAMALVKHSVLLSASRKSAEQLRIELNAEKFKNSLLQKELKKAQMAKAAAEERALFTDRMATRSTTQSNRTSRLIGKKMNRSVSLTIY
# Starred values were filed as active, the others as inactive; nt = no result given; [ ] = dose if it differs, or a comment.
SMILES,Ba/F3 V617F tox,PPC-1+TRAIL kill,TRPML3 agonist,TNF necrop inh,RBBP9 inh,zfTRPN1 agonist,CHOP inhibitor,BaF3 parental,Wee1 degr inh
COc1ccc(-c2cn3nc4c(nc3n2)CCCC4)cc1,-2,10,1.2,-2.3,0,2.1,43,6,8
NC(=O)C(c1ccc(Cl)cc1Cl)c1ncc(C(F)(F)F)cc1Cl (centres undefined),5,-7,-0.7,-2.9,-4,-0.5,32,3,-4
Nc1nc(SCC(=O)N2CCCC2)[nH]c(=O)c1-c1ccccc1,-1,11,-0.3,-1.1,-2,-0.5,-17,1,-3
CCNc1nc(NCC)nc(OCCOC(=O)Nc2ccccc2)n1,-1,0,0.0,3.6,-4,-0.6,3,3,-2
CS(=O)(=O)Nc1ccccc1C(=O)N1CCCC1,0,-19,0.8,0.0,-3,-0.3,-24,8,-1
NC(=O)NC(=O)COC(=O)c1cccnc1Nc1ccccc1F,0,7,0.2,-1.2,-13,-0.9,1,2,0
O=C(NC1CC1)C(=O)c1c(-c2ccccc2)[nH]c2ccccc12,-2,1,-0.2,-0.4,-8,-1.0,5,2,-3
N#Cc1c2c(nc(N)c1-c1ccccc1)CCCCC2,1,13,0.7,-0.5,-9,-1.0,33,2,-3
COc1ccc(-c2nc(-c3ccccn3)nc(N3CCN(C)CC3)c2C#N)cc1,3,15,0.7,1.9,-5,0.5,-7,3,1
COC(=O)[C@@H]1CCCN1C(=O)CCc1nnc(CCC2CCCCC2)o1,-1,15,0.6,1.5,-3,1.5,-43,1,0

# Next section; the last two above are carried over.
SMILES,Ba/F3 V617F tox,PPC-1+TRAIL kill,TRPML3 agonist,TNF necrop inh,RBBP9 inh,zfTRPN1 agonist,CHOP inhibitor,BaF3 parental,Wee1 degr inh
COc1ccc(-c2nc(-c3ccccn3)nc(N3CCN(C)CC3)c2C#N)cc1,3,15,0.7,1.9,-5,0.5,-7,3,1
COC(=O)[C@@H]1CCCN1C(=O)CCc1nnc(CCC2CCCCC2)o1,-1,15,0.6,1.5,-3,1.5,-43,1,0
Cc1nnc(SCC(=O)Nc2sc3c(c2C#N)CCCCC3)n1N,0,7,1.2,-0.3,-4,-0.3,9,4,3
Cc1ccc2nc(/C(C#N)=C/c3ccc(-c4cccc([N+](=O)[O-])c4)o3)[nH]c2c1,-4,18,0.6,4.8,-5,1.4,108*,1,-1
Cc1nc2ccc(F)cc2cc1C(=O)Nc1cccc(Cl)c1C,-2,11,0.1,2.0,-6,2.0,19,3,0
O=C1CSC(c2cn(-c3ccccc3)nc2-c2cc3ccccc3oc2=O)N1Cc1ccco1 (centres undefined),1,19,-0.8,-0.3,0,-0.8,-14,4,0
Cc1cc(C)c(NC(=O)CCCC(=O)O)c(Cl)c1,-3,22,1.1,0.2,-7,0.1,12,3,-2
CC1CCN(C(=S)NC(=O)c2cccs2)CC1,2,13,0.4,-0.7,-6,0.7,-26,4,0
Cc1ccc(NC(=O)C(C)N2C(=O)c3ccccc3C2=O)nc1 (centres undefined),-2,18,0.8,1.5,-2,1.5,5,-1,3
Nc1nc(CSc2ncn[nH]2)nc(Nc2ccc(F)cc2)n1,3,-7,0.8,1.4,-9,0.4,11,5,-3
COc1ccc(N(CC(=O)N/N=C/c2cc3ccc(OC)cc3nc2Cl)S(=O)(=O)c2ccccc2)cc1,5,9,0.6,3.1,5,0.9,29,8,-2
CCn1c(COc2ccc(C)cc2)nnc1SCc1ccc(C#N)cc1,-1,12,-0.5,1.3,0,-0.8,29,5,-1
O=C(CCN1C(=O)c2ccccc2C1=O)C1=NN[C@@H]2C(=O)N(c3ccc(F)cc3)C(=O)[C@H]12,-1,3,0.1,0.3,-4,1.4,-46,8,1
CC(C)OC(=O)NCCOC(=O)Nc1cccc(Cl)c1,1,-1,0.2,1.7,-8,0.7,10,6,-1
CN(C)c1nc(Oc2ccc(C(=O)OCC(=O)Nc3ccccc3)cc2)nc(N(C)C)n1,4,17,-0.3,1.3,-8,0.9,19,7,9.1*
Cc1cccc(N2C(=O)CC(N3CCOCC3)C2=O)c1 (centres undefined),-4,5,0.6,1.4,-1,-1.0,19,-3,-2
CCOC(=O)N1CCC(NC(=O)CSc2cc(=O)n(CC)c3ccccc23)CC1,-3,-17,-0.8,-4.2,0,-0.4,-16,2,-4
Cc1onc(-c2ccccc2)c1CNS(=O)(=O)c1ccc(F)cc1F,-5,4,-0.3,0.7,0,-1.9,18,1,1
COc1cc2c(cc1OC)C(C(=O)NCc1ccco1)C(c1cccs1)N(C)C2=O (centres undefined),-1,14,-0.2,1.0,2,-0.3,1,3,4
COc1ccc(OC)c(NC(=O)c2ccc(Cl)cc2)c1,5,6,0.0,0.2,-1,-2.5,-11,12,0
O=C(CSc1ncn[nH]1)Nc1cccc(S(=O)(=O)N2CCCCCC2)c1,0,-11,0.2,-0.3,-11,2.0,17,-1,1
COc1ccc(N(CC(=O)N2CCN(C)CC2)S(=O)(=O)c2ccccc2)cc1OC,3,9,0.3,-0.2,-7,0.3,-20,7,-2
CCCn1c(SCC(=O)NCc2ccc(F)cc2)n[nH]c1=O,4,9,-0.1,-0.5,-3,-0.2,-9,12,0
COc1cc(/C=C2/C(=O)ON=C2c2ccccc2)ccc1O,-4,-44,0.2,-2.2,1,0.4,67,5,2
CCCCN(CC)CCCNC(=S)Nc1ccc2nc(N3CCN(CC)CC3)cc(C)c2c1,9,6,0.1,-2.5,-2,-0.3,12,14,-1
CCC(=O)c1coc2ccc(O)cc12,2,nt,-0.5,-3.3,-7,-0.1,nt,3,-1
c1ccc(CCn2nnc3ccccc32)cc1,-1,-9,0.0,0.4,-2,-1.9,-18,-1,1
CCS(=O)(=O)N1CCN(C2CCC(C)CC2)CC1 (centres undefined),-2,12,0.7,-2.6,-8,1.0,-17,0,0
COc1ccc(OC)c(/C=N\NC(=O)CC(=O)NCCc2ccccc2)c1,2,30,-0.1,0.0,-1,-1.4,-1,6,6
CC1CCCC(C)N1NC(=S)Nc1ccc(OC(F)F)cc1 (centres undefined),0,28,-0.7,1.6,3,-0.2,-1,-2,-4
O=C(O)CC/C(=N\NC(=O)CNC(=O)c1cccc(Cl)c1)c1ccccc1,-3,-8,0.3,1.3,4,-0.1,-10,5,1
O=S(=O)(CC12C3C4C5C1C2C(Br)(C43)C51OCCO1)c1ccccc1 (centres undefined),4,8,0.1,0.6,-10,1.2,-13,5,-1
CCc1cccc(OCC(=O)Nc2c[nH]c(=O)[nH]c2=O)c1,9,16,1.3,0.4,1,1.1,16,11,-2
Cn1c(=O)c(=O)n(C)c2cc(S(=O)(=O)N3CCCC3C(=O)NCc3cccs3)ccc21 (centres undefined),-2,-11,0.6,1.0,-2,0.8,15,-6,-1
CCCN1C(=O)C(O)(C2COC(C)(C)CC2=O)c2ccccc21 (centres undefined),-1,15,0.4,-1.7,-11,0.6,-2,1,0
Cc1ccccc1C(=O)Nc1nnc(-c2ccco2)s1,-1,25,-0.5,2.5,-3,-1.2,5,-1,-2
COc1ccc([N+](=O)[O-])cc1NC(=O)Nc1ccccc1,0,27,3.3,1.1,-10,5.9,14,4,0
CC(C)(C)C1CCC(=NNC(=O)CN(c2ccccc2)S(C)(=O)=O)CC1 (centres undefined),-1,25,0.6,2.2,-4,-0.4,22,2,-4
CCc1cccc2c1NC1(CCCC1)CC2C (centres undefined),-2,21,0.9,-0.8,6,1.4,91*,9,2
CCOC(=O)Cn1c(=O)oc2cc(S(=O)(=O)Nc3cc(Cl)ccc3OC)ccc21,0,32,2.6,-0.5,-1,5.8,6,2,4
C/C(=N\OC(=O)c1ccc(Br)cc1)c1ccccn1,-6,27,0.0,0.8,2,-0.9,-2,-1,3
C[C@@H](C(=O)OCn1nnc2ccccc2c1=O)N1C(=O)C2CCCCC2C1=O (some centres undefined),2,-12,0.2,-0.5,3,2.1,-6,9,-2
CCc1nnc(NC(=S)Nc2ccccc2)s1,-4,3,0.4,0.1,-9,-0.1,-123,-1,1
CCn1c(=O)c(C(=O)NCCCO)c(O)c2ccccc21,1,-7,-0.5,-0.3,-1,0.7,32,1,-2
O=C(/C=C/c1cccs1)N1CCCCC1,-4,23,0.8,-2.8,-6,-0.8,-23,1,-5
CC(C)C(=O)n1nc(-c2cccnc2)nc1NCc1cccs1,-2,3,0.7,3.9,-10,-1.1,17,1,3
CCS(=O)(=O)N1CCC(C(=O)N2CCN(c3ccccc3)CC2)CC1,-5,26,1.0,0.9,-6,0.1,14,2,-1
O=c1c(Cc2c(F)cccc2Cl)c(O)ccn1Cc1ccc(F)cc1,1,-2,-0.6,0.7,-3,-1.1,23,9,0
Cc1cc(OCC(=O)Nc2ccc(S(=O)(=O)N3CCN(C)CC3)cc2)ccc1Cl,-2,22,1.8,2.4,-8,1.3,54,2,-3
Cc1nc(CSc2n[nH]c(=O)n2-c2ccccc2)cs1,-7,3,0.8,0.4,2,0.1,13,1,6
Cc1cccc(-c2nc(CN3CCCC(C(=O)NC4CCCCC4)C3)c(C)o2)c1 (centres undefined),-1,14,-0.1,0.0,-7,-0.6,45,1,-2
COc1ccc(C(=O)Nc2cccc(OC(=O)c3ccc(C)c(C)c3)c2)cc1,-4,21[5 µM],0.4,-9.8,-38,0.2,38,0,1
CCOC(=O)/C(C#N)=C/c1cc2ccc(C)cc2nc1Cl,-2,18,-0.2,-6.1,-8,1.1,-3,6,-1
COc1cc(/C=C2\SC(=S)N(Nc3ncc(C(F)(F)F)cc3Cl)C2=O)cc(OC)c1OC,3,11,-0.3,-0.6,-10,-0.8,24,3,1

# Ordered by value in TRPML3 agonist (largest number first): 3 from the list above
compound | TRPML3 agonist
CCS(=O)(=O)N1CCC(C(=O)N2CCN(c3ccccc3)CC2)CC1 | 1.0
Cc1nc(CSc2n[nH]c(=O)n2-c2ccccc2)cs1 | 0.8
CCn1c(=O)c(C(=O)NCCCO)c(O)c2ccccc21 | -0.5

# High-throughput results (PubChem BioAssay)
